# Screening data: PubChem BioAssay, several laboratories
# RBBP9 inhibitor = inhibitors of human serine hydrolase RBBP9. O75884. recombinant RBBP9, FP-Rh probe fluorescence polarization. inhibition, % at 7.94 µM. 220,000 compounds, 0.2% hits;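 active = inhibition above the campaign mean of all tested compounds plus 3 SD, cut at about 14% in these data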;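 also: plate controls were DMSO wells with RBBP9 for no effect and wells lacking RBBP9 protein for full effect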
# Target sequence (O75884 whole entry, looked up): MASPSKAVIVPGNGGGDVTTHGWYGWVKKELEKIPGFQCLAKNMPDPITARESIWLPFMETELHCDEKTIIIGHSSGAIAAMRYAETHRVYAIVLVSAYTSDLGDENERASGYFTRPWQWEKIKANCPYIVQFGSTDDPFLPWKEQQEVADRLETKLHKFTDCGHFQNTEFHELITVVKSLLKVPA
#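 Material: RBBP9 protein. Amount: RBBP9 at 2.5 µM in dispensed solution, before mixing. Schedule: 30 min then 45 min, 25 °C. Medium: Tris buffer pH 8.0, NaCl, Pluronic. Measured by: fluorescence polarization. Measure: percent inhibition from mP, scaled between DMSO and no-protein wells. Replication: one well per compound.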
# p97 ATPase inh = human p97 ATPase inhibition | P55072 | inhibition, % at 8 µM | AID 1481 | recombinant p97 ATPase, Kinase-Glo ATP luminescence, 3 h | 220,000 compounds, 0.42% hits; in the data active = inhibition above about 15%;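 also: 0% = DMSO vehicle and 100% = wells lacking enzyme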
# Runt-CBFb FRET = inhibitors of human RUNX1 Runt domain binding to CBFb | inhibition, % at 20 µM | Cerulean-Runt/Venus-CBFb FRET ratio 530/480, 1 h | 220,000 compounds, 0.46% hits;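 active = inhibition over about 50% at 20 µM in the single-dose screen, limit read from the data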;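 also: 0% = DMSO wells and 100% = excess unlabeled CBFb competitor control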
# Target sequence (Q01196 whole entry, looked up, the tested form may be a part): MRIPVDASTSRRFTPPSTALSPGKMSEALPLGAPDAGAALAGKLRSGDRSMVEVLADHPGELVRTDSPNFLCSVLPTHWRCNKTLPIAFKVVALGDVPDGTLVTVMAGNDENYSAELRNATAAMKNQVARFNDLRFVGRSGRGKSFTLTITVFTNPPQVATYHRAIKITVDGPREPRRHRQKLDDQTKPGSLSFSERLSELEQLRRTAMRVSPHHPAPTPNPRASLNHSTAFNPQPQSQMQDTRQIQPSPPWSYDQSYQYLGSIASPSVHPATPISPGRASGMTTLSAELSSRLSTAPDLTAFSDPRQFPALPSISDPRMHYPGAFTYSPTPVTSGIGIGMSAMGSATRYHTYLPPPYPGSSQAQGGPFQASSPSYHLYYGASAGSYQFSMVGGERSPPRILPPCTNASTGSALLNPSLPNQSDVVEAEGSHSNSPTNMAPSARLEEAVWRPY
# Target sequence (Q13951 whole entry, looked up, the tested form may be a part): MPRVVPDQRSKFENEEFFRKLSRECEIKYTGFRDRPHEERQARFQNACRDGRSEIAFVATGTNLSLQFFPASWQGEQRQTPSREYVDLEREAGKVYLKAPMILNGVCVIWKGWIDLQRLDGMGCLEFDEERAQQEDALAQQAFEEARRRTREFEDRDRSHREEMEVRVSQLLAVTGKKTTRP
#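 test system = Cerulean-Runt domain fusion protein, energy donor | probe or stimulus = Venus-CBFb binding partner, 100 nM | incubation = two 1 h room-temperature incubations shielded from light | detection = fluorescence energy transfer, 422 nm excitation, 530/480 nm emission | measure = loss of energy transfer signal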
# NPY-Y1 antag = NPY-Y1 (human) receptor antagonism | AID 1040 | HEK293-CNG Y1 cells, membrane potential fluorescence; NPY at EC95, then isoproterenol | P25929 | inhibition, % at 3.6 µM | 200,000 compounds, 1% hits;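 active = inhibition above the campaign mean inhibition of all tested compounds plus 3 SD, cut at about 20% in these data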;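 also: 0% = DMSO wells given NPY plus isoproterenol and 100% = isoproterenol alone without NPY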
#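 Test system: HEK293 cells co-expressing NPY Y1 receptor and cyclic-nucleotide gated channel; Also added: NPY (25 nM), isoproterenol (1 µM), Ro 20-1724 (25 µM); Compound dosing: one concentration, 3.6 µM, in 0.4% DMSO; Timing: dye 3 h, compound 60 min room temperature, stimulation 45 min; Technique: Membrane-potential fluorescent dye readout.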
# NPY1 pot ag = potentiates or activates human NPY-Y1 receptor | activation, % at 3.6 µM | 220,000 compounds, 0.37% hits | NPY-Y1 expressing cells, potentiator/agonist activation | P25929; in the data active = activation above about 33%, passing the limit was not always enough;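 also: cells stimulated with NPY at EC10 then isoproterenol at EC100; 0% = low agonist plus stimulus and 100% = saturating agonist plus stimulus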
# Mdm2 ligase inh = blocks human Mdm2 ubiquitin ligase activity; Q00987; cell-based MDM2 ubiquitination luciferase reporter, 2 h; 0 = plate control, 100 = twice control, blank-subtracted; signal enhancement, % at 5 µM; 210,000 compounds, 0.11% hits; AID 1230;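 active = signal enhancement of 30% or more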;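 also: luminescence tracks abundance of the self-degrading MDM2-luciferase fusion protein; higher signal means inhibition of MDM2 E3 ligase activity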
#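 Assay system: mammalian cells stably expressing self-ubiquitinating, self-degrading MDM2 E3–luciferase fusion. Quantity: 2000 cells in each well. Medium: DMEM culture medium. Compound dosing: single-point 5 µM. Timing: cell settling 4 h, compound treatment 2 h, both 37 °C. Technique: luciferase luminescence. Read-out basis: percent signal gain over controls, blank-subtracted. Benchmarks: plate controls and plate blanks.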
# Hck Nef HTS = human Hck-Nef kinase inhibition. P08631. Recombinant Hck-YEEI plus Nef, Z-Lyte FRET kinase assay. inhibition, % at 20 µM. 220,000 compounds, 0.68% hits. AID 463187;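 active = Hck-Nef kinase inhibition above about 50%, limit read from the data; inactive = inhibition below that limit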;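 also: 0% = DMSO with Hck plus Nef and 100% = Hck alone without Nef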
# NPY-Y2 PAM-ag = human NPY-Y2 potentiation or agonism, primary screen | P49146 | cells expressing NPY-Y2, potentiator/agonist read-out | activation, % at 3.6 µM | 220,000 compounds, 0.45% hits | AID 1359; in the data active = activation above about 27%;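 also: cells stimulated with NPY near EC25 plus isoproterenol at EC100; 0% = vehicle plus submaximal agonist and 100% = vehicle plus saturating agonist; some results beyond the cut were filed as inactive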
# Runt-SMMHC FRET = Runt domain-CBFb-SMMHC interaction inhibition. 220,000 compounds, 0.74% hits. Q01196+Q13951. inhibition, % at 20 µM. Cerulean-Runt/Venus-CBFb-SMMHC FRET ratio 530/480, 1 h. AID 1434;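 active = mean inhibition across duplicate retests at 20 µM reaching about 50%, limit read from the data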;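 also: 0% = DMSO wells and 100% = wells with excess untagged CBFb-SMMHC; inhibitors lower the FRET ratio by blocking Runt binding to CBFb-SMMHC; some results filed as inactive read as strong as hits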
# An asterisk follows results filed as active; . = not tested or not shown. Outcome played no part in choosing rows. About 3.5% of those tested had a hit in this group.
SMILES,RBBP9 inhibitor,p97 ATPase inh,Runt-CBFb FRET,NPY-Y1 antag,NPY1 pot ag,Mdm2 ligase inh,Hck Nef HTS,NPY-Y2 PAM-ag,Runt-SMMHC FRET
Cc1nn(C)cc1S(=O)(=O)N1CCN(Cc2ccc(F)cc2Cl)CC1,-2,0,-3,4,15,-1,8,8,3
COc1cc(/C=C2\CC/C(=C\c3cc(OC)c(O)c(OC)c3)C2=O)cc(OC)c1O,19*,19*,1,0,-16,-8,30,-10,-22
Cc1ccc(NS(=O)(=O)c2cccc(C(=O)NCC3(N(C)C)CCCCC3)c2)cc1,-7,2,0,4,7,-19,21,10,4
CC(C)Oc1ccc(C(=O)NCC(=O)O)cc1,-7,6,2,.,14,-19,9,5,-4
COC(=O)c1sc(NC(=O)CSc2nncs2)c(C(=O)OC)c1C,-4,5,-1,5,-6,-7,1,6,3
Cc1sc2nc(C(C)(C)C)oc(=O)c2c1C,-8,-1,0,9,15,-4,1,-4,-1
Cc1sc2ncnc(Sc3ccccc3C(=O)Nc3ccc(C#N)cc3)c2c1C,-4,6,-5,6,-2,-3,4,9,-3
Cc1occc1C(=O)N/N=C/c1ccccc1[N+](=O)[O-],7,-6,2,.,-9,-12,-12,-26,3
CCc1cc2cc3c(cc2nc1SCC(=O)Nc1cc(C)on1)OCO3,-7,-4,-1,8,-13,-2,-3,-3,-6
Cc1ccc(C(c2nnnn2CS(=O)(=O)c2ccc(C)cc2)N2CCC(C(N)=O)CC2)cc1 (stereo unspecified),-9,5,-4,1,-6,-14,-2,10,-8
COc1ccc(NC(=O)ON=C2c3ccccc3-c3ccccc32)cc1,-9,0,-1,12,-30,3,0,-6,-9
CN(C)c1ccc(/C=N\NC(=O)c2csnn2)cc1,5,-2,12,11,26,-62,-4,-2,8
COc1ccc(N(C(C)C(=O)N/N=C/c2cccnc2)S(C)(=O)=O)cc1 (stereo unspecified),-2,-1,2,2,-5,-14,-6,-8,-1
COc1cc(CN2C(=O)C(NC(=O)c3ccco3)(C(F)(F)F)C3=C2CC(C)(C)CC3=O)cc(OC)c1 (stereo unspecified),-7,-3,-4,9,-9,-7,-1,0,2
Oc1ccccc1C1=Nc2ccccc2N=C(c2cccs2)C1,-13,5,-5,9,-12,-1,-2,-7,-20
O=C(NC(N1CCOCC1)C(Cl)(Cl)Cl)c1ccccc1Cl (stereo unspecified),0,6,-1,3,14,-5,12,5,0
CCCCN(CC)CCNC(=O)CN(C)S(=O)(=O)c1ccc2c(c1)c(=O)n(C)c(=O)n2C,-6,15*,2,0,-5,-4,0,10,-6
O=C(O)c1ccc(/C=N/NC(=O)c2ccc(Br)cc2)cc1,-1,4,-1,3,-3,-7,-1,5,3
Nc1nc(NCc2ccco2)nc(Nc2cccc(F)c2)c1[N+](=O)[O-],-6,7,4,.,18,-26,4,19,-7
C/C(=N\NC(=O)Cc1cccn1C)c1ccc([N+](=O)[O-])cc1,1,6,-1,.,0,-11,-2,1,-2
COc1ccc(C(C)NC(=O)c2ccoc2C)cc1OC (stereo unspecified),-8,4,-1,-6,3,3,0,-11,1
O=C(Nc1nc2c(s1)CCCC2=O)c1cnccn1,-4,-9,0,-4,-5,-4,1,10,2
CC(c1ccccc1C(O)(c1ccccc1)c1ccccc1)N(C)C (stereo unspecified),-1,2,0,14,-33,4,1,-6,-1
CCOC(=O)c1[nH]c2ccccc2c1NC(=O)c1cc(OC)c(OC)c(OC)c1,-6,-3,.,-1,-38,.,2,-22,.
O=C(Nc1ccc(N2CCN(C(=O)c3ccco3)CC2)c(Cl)c1)c1c(F)c(F)c(F)c(F)c1F,-5,1,-3,0,-4,-6,5,-2,0

# Reprinted from the part before: two compounds; new compounds follow.
SMILES,RBBP9 inhibitor,p97 ATPase inh,Runt-CBFb FRET,NPY-Y1 antag,NPY1 pot ag,Mdm2 ligase inh,Hck Nef HTS,NPY-Y2 PAM-ag,Runt-SMMHC FRET
CCOC(=O)c1[nH]c2ccccc2c1NC(=O)c1cc(OC)c(OC)c(OC)c1,-6,-3,.,-1,-38,.,2,-22,.
O=C(Nc1ccc(N2CCN(C(=O)c3ccco3)CC2)c(Cl)c1)c1c(F)c(F)c(F)c(F)c1F,-5,1,-3,0,-4,-6,5,-2,0
CCOc1ccc(OCc2ccc(C(=O)NCc3cccnc3)o2)cc1,-5,-2,-1,2,3,-2,0,7,-4
CCCc1nc2ccc(NC(C)=O)cc2c(=O)n1Cc1ccc(Cl)cc1,1,3,-2,16,5,25,22,6,-4
O=C(CCN1CCN(CCO)CC1)Nc1cccc(Br)c1,2,-5,2,.,-2,-10,15,-37,-3
O=C(NCc1cccnc1)c1ccc(COc2ccccc2Cl)o1,6,8,.,-2,5,17,23,10,.
O=C(CCc1nnc(CCCCc2ccccc2)o1)NCCCc1cccnc1,-6,1,.,0,18,-11,19,3,.
CC12CC3CC(C)(C1)CC(C(=O)NC1=NCCS1)(C3)C2,-6,-7,3,4,1,-11,-12,1,0
Cc1nc(=S)c2c([nH]1)-c1ccccc1CC21CCCCC1,-1,1,-1,.,7,-7,3,-2,4
CCO[C@H]1OC(C(=O)Nc2ccccc2)=C[C@@H](C)[C@@H]1CCCO,6,3,2,0,13,.,-3,-11,1
Cc1ccc(S(=O)(=O)N2CCOCC2)cc1NC(=O)CN1CCN(c2ccc(O)cc2)CC1,6,4,40,-2,11,-1,1,2,33
Cc1ccc(S(=O)(=O)Nc2ccc3c(c2)c2c(n3S(=O)(=O)c3ccc(C)cc3)CCCC2=O)cc1,-5,1,-3,0,4,-24,0,-8,0
Cc1cc(C(C)(C)C)cc(C)c1N,-4,8,-3,4,18,-4,-2,13,0
COC(=O)C1=C(N)OC2=C(C(=O)CC(C)(C)C2)C1c1cccnc1 (stereo unspecified),-1,-6,-1,4,9,-11,-5,7,-1
CCOC(=O)N1CCN(C(=O)c2cn(CC)c3cc(N4CCN(C)CC4)c(F)cc3c2=O)CC1,-8,4,-2,4,1,-11,-4,10,-5
COc1ccccc1CN1C(=O)CCC1(C)C(=O)NC1CCCCCC1 (stereo unspecified),-7,-1,0,-3,4,-12,0,-27,-1
CN(C(=O)/C=C/c1ccccc1)C1CCS(=O)(=O)C1 (stereo unspecified),-6,6,-1,-1,6,-7,1,0,-1
CCOC(=O)c1sc(NC(=O)CSc2n[nH]c(C)n2)nc1C,-5,4,-2,-2,14,1,23,-6,1
Nc1ccc(Oc2ccc3c(c2)OCO3)cc1,-3,-1,-2,0,-1,-22,11,5,-1
O=C(NCCN1CCCC1)C1COc2ccccc2O1 (stereo unspecified),-1,1,2,1,-1,3,-10,7,3
N#CNC(=Nc1ccccc1)SCc1ccc(C(=O)O)cc1,-5,4,0,7,6,5,17,3,-1
Cc1nc(-c2ccc(NC(=O)c3ccccc3C)cc2)cs1,-6,-1,-1,-6,5,-29,8,-3,-1
COc1ccc(-n2c(SCC(=O)NC3CCCCC3)nc3ccsc3c2=O)cc1,0,4,-3,2,17,-12,-1,5,-1
O=C(COC(=O)CSc1ccc2ccccc2c1)NC1CCCC1,-6,0,1,6,-15,-12,1,-9,1
CC1(C)Cc2c(sc3ncn4nc(CCC(=O)O)c(=O)nc4c23)CO1,-6,3,0,1,3,8,-10,2,1
Cc1ccnc(SCCn2c(N3CCOCC3)nc3c2c(=O)[nH]c(=O)n3C)n1,-6,4,.,1,3,.,0,12,.
O=C1/C(=C/c2ccccc2)SC(=S)N1N1C(=O)C2CC2C1=O (stereo unspecified),-1,7,32,7,9,-3,21,6,9
# (next part)
SMILES,RBBP9 inhibitor,p97 ATPase inh,Runt-CBFb FRET,NPY-Y1 antag,NPY1 pot ag,Mdm2 ligase inh,Hck Nef HTS,NPY-Y2 PAM-ag,Runt-SMMHC FRET
O=c1c2ccccc2nc2n1C(CSc1ccc(F)cc1)CN2 (stereo unspecified),-5,1,-1,3,21,-4,2,-2,1
COc1cc(/C=N/NC(=O)Cn2cnc3ccccc3c2=O)ccc1O,2,4,4,.,15,.,31,8,1
Cn1nc(CC(=O)Nc2ccc3c(c2)CCC3)c2ccccc2c1=O,-2,-4,-3,-7,1,-32,-7,7,-3
CCC(C)c1ccc(NC(=O)CN(C)CC(=O)Nc2cccc(OC)c2)cc1 (stereo unspecified),-6,2,-9,4,6,3,4,14,-5
COc1cc(-c2nnc(SCC(=O)N(Cc3ccccc3)C(C)(C)C)o2)cc(OC)c1OC,-9,-3,-3,8,-13,-4,0,-6,-5
CCCN1CCC(=O)N([C@H](CSc2ccc(Br)cc2)c2ccccc2)CC1,.,.,1,.,.,4,9,.,0
COc1ccccc1Nc1ccc(Nc2ccccc2OC)nn1,0,5,0,-4,11,2,4,0,-1
Cc1nn(C)c(C)c1/C=C/C(=O)c1ccc(Cl)cc1Cl,-4,-3,-2,-6,-10,-27,27,16,3
CC(C)(C)n1ncc2c(=O)n(CC(=O)Nc3ccc(Cl)cc3)cnc21,0,1,1,5,-4,-12,0,9,4
COC(=O)C1=C(C)NC(=O)NC1/C=C/c1ccccc1 (stereo unspecified),6,3,0,-2,-21,-8,11,-6,-2
O=C(CO/N=C/c1ccc(OC(F)F)cc1)NC1CCCCC1,-5,1,-2,6,6,-4,22,5,0
CCOC(=O)c1c(-c2ccccc2)csc1/N=C/C1C(=O)CCCC1=O,-12,5,0,9,-24,3,3,-7,-8
CN(C)C(=O)c1cccn1-c1ncc(C(F)(F)F)cc1Cl,0,4,0,-3,6,4,22,4,-1
CC(=O)N1CCc2cc(S(=O)(=O)CCC(=O)NCc3ccco3)ccc21,-4,5,-1,2,7,-9,14,4,2
CN(C)CCCN(CCCNC(=O)/C=N/O)Cc1ccccc1,-4,2,2,3,2,-19,2,0,0
Cc1cc(C)cc(NC(=O)CCn2cnc3cc(C)c(C)cc32)c1,-4,-6,-2,-5,-4,-10,22,2,0
NC(=O)C1(N2CCCCC2)CCN(C(=S)NC2CCCC2)CC1,-6,2,-1,0,-11,-6,-9,-5,3
O=C(c1ccccc1)c1cnc2ccc(Cl)cc2c1N1CCOCC1,-7,5,0,-3,9,-6,14,6,1
O=C(NN1C(=O)C2C3C=CC(C3)C2C1=O)c1ccncc1 (stereo unspecified),-8,4,-1,1,-10,-17,2,0,-1
Cc1ccccc1OCCNc1cc(N2CCCCC2)ccc1[N+](=O)[O-],0,1,-3,15,-20,-11,-1,-8,-5
